High-throughput results (PubChem BioAssay)
GC-B act: GC-B (human) receptor activation | hit rate 0.11% among 370,000 | HEK293-GC-B cells, CNP EC30, cGMP TR-FRET; 0% at EC30 CNP, 100% saturating CNP | activation, % at 10 µM | AID 1920062;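 active = activation at 10 µM reaching about 35% in either raw or pattern-adjusted values, limit read from the data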
Target sequence (P20594 whole entry, looked up): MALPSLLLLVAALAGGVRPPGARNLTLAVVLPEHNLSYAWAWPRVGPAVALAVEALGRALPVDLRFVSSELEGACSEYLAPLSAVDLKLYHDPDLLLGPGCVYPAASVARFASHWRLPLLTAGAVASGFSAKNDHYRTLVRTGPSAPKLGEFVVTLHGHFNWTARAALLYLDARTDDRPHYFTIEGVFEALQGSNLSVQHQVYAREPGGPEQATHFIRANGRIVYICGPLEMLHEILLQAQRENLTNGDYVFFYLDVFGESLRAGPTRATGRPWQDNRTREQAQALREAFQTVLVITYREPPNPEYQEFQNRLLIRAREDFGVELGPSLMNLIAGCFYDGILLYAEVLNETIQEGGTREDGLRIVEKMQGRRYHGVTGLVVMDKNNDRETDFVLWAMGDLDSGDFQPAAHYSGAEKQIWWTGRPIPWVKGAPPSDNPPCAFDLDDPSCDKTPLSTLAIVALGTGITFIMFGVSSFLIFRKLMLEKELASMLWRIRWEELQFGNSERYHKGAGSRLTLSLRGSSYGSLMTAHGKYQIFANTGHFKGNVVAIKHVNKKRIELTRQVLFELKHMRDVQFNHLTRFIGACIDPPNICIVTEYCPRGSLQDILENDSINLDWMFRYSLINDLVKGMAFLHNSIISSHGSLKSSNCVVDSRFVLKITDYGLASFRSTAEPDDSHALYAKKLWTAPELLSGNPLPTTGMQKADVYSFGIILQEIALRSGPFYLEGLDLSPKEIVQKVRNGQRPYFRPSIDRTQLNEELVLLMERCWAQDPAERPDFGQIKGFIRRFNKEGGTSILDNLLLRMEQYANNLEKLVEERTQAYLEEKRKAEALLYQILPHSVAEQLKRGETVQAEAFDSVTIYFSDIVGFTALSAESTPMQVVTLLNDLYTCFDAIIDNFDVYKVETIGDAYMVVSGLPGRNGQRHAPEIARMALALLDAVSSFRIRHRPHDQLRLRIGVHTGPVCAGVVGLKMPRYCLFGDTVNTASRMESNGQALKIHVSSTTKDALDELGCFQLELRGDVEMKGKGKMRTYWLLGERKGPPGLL
GC-A act: GC-A (human) enzyme activation. P16066. HEK293 GC-A cells, cGMP TR-FRET, EC30 ANP; 0% at EC30 ANP, 100% saturating ANP. activation, % at 10 µM. hit rate 0.14% among 370,000. AID 1671463; in the data active = activation above about 40%
NR1D1 modulator: Rev-erb alpha (human) modulation | Rev-erbα–FITC-DNA binding, fluorescence polarization, 90 min | AID 1259318 | hit rate 0.79% among 370,000 | activity, % at 10 µM;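 active = activity above about 14%, limit read from the data; passing the limit was not always enough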;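 also: 0% = DMSO wells with 35 nM protein and 100% = DMSO wells with 750 nM protein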
mABHD4 FP: inhibits mouse alpha/beta hydrolase domain 4; Q8VD66; purified mABHD4, FP-Rh probe fluorescence polarization; inhibition, % at 8.92 µM; hit rate 0.54% among 370,000;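 active = inhibition exceeding the mean over every tested compound plus 3 SD, cut at about 30% in these data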;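 also: 0% = plate median of compound wells and 100% = S159A mutant with DMSO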
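Assay system: Wild-type mouse ABHD4 protein | Medium: HEPES pH 7.0 buffer, 150 mM NaCl, 0.01% Pluronic F-127 | Incubation: Enzyme–compound pre-incubation 45 min, then probe 60 min, both 25 °C | Technique: Fluorescence polarization with parallel and perpendicular emission, 525/598 nm | Evaluation: % inhibition of FP-Rh probe binding versus controls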
PG9 Ab binder: small molecules binding HIV-1 gp120 antibody PG9. TR-FRET gp120-PG9 antibody binding. hit rate 0.43% among 360,000. inhibition, % at 6.7 µM; in the data active = inhibition above about 8.5%
ASAP1 GAP inh: inhibitors of human ASAP1 ArfGAP activity; Q9ULH1; ASAP1-stimulated ARF1 GTP hydrolysis, GDP FP detection; inhibition, % at 16.5 µM; hit rate 0.19% among 360,000; AID 624377; in the data active = inhibition above about 25%;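 also: 0% = vehicle with enzyme and substrate and 100% = no enzyme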
HTRA1 inh: blocks human HTRA1 serine peptidase; recombinant HTRA1, FP-rhodamine activity-based probe, fluorescence polarization; hit rate 0.5% among 340,000; inhibition, % at 5.96 µM; in the data active = inhibition above about 36%;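 also: 0% = enzyme with DMSO and 100% = wells lacking enzyme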
rCAG binder: r(CAG) repeat RNA binding. inhibition, % at 3 µM. hit rate 1.3% among 370,000. TO-PRO-1 dye displacement fluorescence;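 active = inhibition above the plate cutoff, the mean of all test compounds on that plate plus 3 SD, cut at about 35% in these data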;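 also: 0% = DMSO alone and 100% = 100 µM mitoxantrone as full dye displacement; higher means more dye released from RNA so lower well fluorescence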
ARFGAP1 inh: inhibits rat ARF GTPase activating protein 1. hit rate 0.26% among 360,000. inhibition, % at 16.5 µM. Q62848. Arfgap1-stimulated ARF1 GTP hydrolysis, GDP FP detection;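 active = inhibition above a per-plate limit, mean inhibition of low control wells plus 3 SD, cut at about 25% in these data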;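 also: 0% = DMSO wells with enzyme and 100% = wells lacking Arfgap1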
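system = rat Arfgap1 catalytic domain, aa 1-136 | technique = FP, GDP Alexa 633 tracer displaced from anti-GDP antibody, 620/688 nm | compound = one concentration, 16.5 µM, DMSO 1.26% | medium = HEPES-based buffer, pH 7.5 | timing = compound-enzyme preincubation 20 min, reaction 120 min, detection 60 min, 25 °C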
SMARCA2 activ: activators of SMARCA2 function | MG213 cells, MMTV-luciferase reporter, dexamethasone, overnight | activation, % at 9.1 µM | hit rate 1% among 370,000; in the data active = activation above about 7.8%;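 also: 0% = vehicle wells and 100% = reference activator wells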
* marks the source's active call; other numbers are inactive results; x = no result given.

Each structure is followed by: GC-A act, SMARCA2 activ, rCAG binder, ASAP1 GAP inh, HTRA1 inh, GC-B act, PG9 Ab binder, NR1D1 modulator, mABHD4 FP, ARFGAP1 inh
#1 Cc1nnc(SCc2nnc(-c3cccs3)o2)n1Cc1ccccc1
 : 2, -2, -1, 4, 4, 1, 0.6, -5, 0, 14
#2 O=C(NCc1cccs1)c1cc2ccccc2o1
 : 3, 1, -1, 3, 3, 2, -0.8, -8, -2, -2
#3 CC(C(=O)NC(C)(C)C)n1c(-c2ccccc2)nc2ccccc21 (configuration not stated)
 : 2, 4, 1, 7, x, 1, -0.4, 2, -1, -2
#4 CC(C)CNS(=O)(=O)c1cc(C(=O)OCC(=O)N(C)C2CCS(=O)(=O)C2)c(Cl)cc1Cl (configuration not stated)
 : 4, -4, 3, 16, 2, 5, 0.0, -5, 4, 5
#5 CCCCOC(=O)Nc1nnc(-c2ccccc2OC)s1
 : 5, 1, 3, 3, -6, -14, 2.5, 14, 0, -11
#6 COc1ccc(N2CCN(C(=O)c3ccc4[nH]c(C)c(C)c4c3)CC2)cc1
 : -1, -5, -2, 7, 6, -1, -2.2, -4, 4, -1
#7 Cc1ccc2c(c1)N(CC(=O)NCC(C)c1ccccc1)C(=O)c1cccnc1O2 (configuration not stated)
 : -3, 12*, -5, 10, 0, -3, -2.4, 2, 2, 4
#8 O=C(CCN1CCCO1)N1CCCC(N2CCN(c3cccc(C(F)(F)F)c3)CC2)C1 (configuration not stated)
 : 1, -2, -7, -8, 0, 2, -1.1, -1, -3, -4
#9 CC(C)CC1NC(=O)c2cc3ccccc3cc2-n2c1nc1ccc(Cl)cc1c2=O (configuration not stated)
 : -1, -4, 4, 6, -37, 3, -0.5, 16*, -5, -2
#10 C[C@H](NC(=O)c1cc2cc(Cl)ccc2n1C)C(=O)N[C@@H](Cc1ccccc1)C(=O)O
 : 2, 0, 23, 12, 6, 0, -1.1, 1, -1, -13
#11 O=C(COC(=O)c1cccc([N+](=O)[O-])c1)NCc1ccc2c(c1)OCO2
 : 0, 0, -4, -3, -2, -3, -1.5, 7, 2, -6
#12 Cn1ncc2c(NNC(=O)C3CCCCC3)ncnc21
 : 1, -2, 0, -6, 7, 4, 0.6, -2, -1, 3
#13 O=C(Nc1nc2ccccc2s1)c1cccc(S(=O)(=O)N2CCc3ccccc32)c1
 : -41, -4, 21, 6, -1, -20, -0.3, 3, -38, 13
#14 Cc1ccc(S(=O)(=O)NC(CCC(N)=O)C(=O)NCc2ccc3c(c2)OCO3)c(C)c1 (configuration not stated)
 : 1, 0, -1, 10, 4, 1, -1.8, 1, -2, 10
#15 NC(=O)c1c(NC(=O)CSc2nnc(-c3ccccc3)n2CC2CCCO2)sc2c1CCC2 (configuration not stated)
 : -6, -2, 1, -4, -1, -3, -2.0, 2, 5, 10
#16 O=C(NCCc1ccccc1)c1cccc(NC(=O)C2CC2)c1
 : 0, 5, 0, -8, 3, 0, -1.6, -2, -3, -6
#17 COc1ccc(CNC(=O)[C@H](Cc2ccccc2)NC(=O)CC[C@H]2O[C@@H](n3ccc(=O)[nH]c3=O)[C@H](O)[C@@H]2O)cc1
 : -1, -5, 1, -3, x, 2, -2.9, -1, -5, -6
#18 Cc1nn2cnnc2c(C)c1Cc1ccc(Cl)cc1
 : 7, 0, 0, 10, 12, 1, 1.0, -9, -3, 1
#19 Cc1cc(C)c(C)c(S(=O)(=O)NCC(=O)NCC2CCCCC2)c1C
 : -3, -4, 1, 5, -13, -6, -0.1, -1, -2, 8
#20 O=[N+]([O-])c1ccc(N2CCN(Cc3ccccc3)CC2)s1
 : 2, -4, -2, -9, 3, -1, -1.7, 19, -4, -6
#21 COc1ccc(CC(=O)N2N=C(c3ccncc3)CC2(O)C(F)(F)F)cc1 (configuration not stated)
 : -1, 1, -4, 11, -3, 2, -1.0, 2, 4, -12
#22 Oc1c(CN2CCOCC2)cc(-c2ccccc2)cc1CN1CCOCC1
 : -1, 0, -11, 8, 3, 1, -0.1, -1, 4, -3
#23 Cc1ccccc1N1Cc2ccccc2C1=O
 : 0, -3, 3, -1, 2, 4, -0.3, 8, -1, 11
#24 CCOC(=O)c1ccc(N=c2ssnc2Cl)cc1
 : 11, -1, -1, -5, 1, 11, -0.4, 0, 4, -3

Quoted from the listing:
Value for #16 in SMARCA2 activ: 5
Value for #9 in rCAG binder: 4

Sorted by SMILES length (low to high): some entries from above
Each structure is followed by: GC-A act, SMARCA2 activ, rCAG binder, ASAP1 GAP inh, HTRA1 inh, GC-B act, PG9 Ab binder, NR1D1 modulator, mABHD4 FP, ARFGAP1 inh
#16 O=C(NCCc1ccccc1)c1cccc(NC(=O)C2CC2)c1
 : 0, 5, 0, -8, 3, 0, -1.6, -2, -3, -6
#13 O=C(Nc1nc2ccccc2s1)c1cccc(S(=O)(=O)N2CCc3ccccc32)c1
 : -41, -4, 21, 6, -1, -20, -0.3, 3, -38, 13
#4 CC(C)CNS(=O)(=O)c1cc(C(=O)OCC(=O)N(C)C2CCS(=O)(=O)C2)c(Cl)cc1Cl (configuration not stated)
 : 4, -4, 3, 16, 2, 5, 0.0, -5, 4, 5

13 neighbouring records already listed, quoted:
Each structure is followed by: GC-A act, SMARCA2 activ, rCAG binder, ASAP1 GAP inh, HTRA1 inh, GC-B act, PG9 Ab binder, NR1D1 modulator, mABHD4 FP, ARFGAP1 inh
#1 Cc1nnc(SCc2nnc(-c3cccs3)o2)n1Cc1ccccc1
 : 2, -2, -1, 4, 4, 1, 0.6, -5, 0, 14
#2 O=C(NCc1cccs1)c1cc2ccccc2o1
 : 3, 1, -1, 3, 3, 2, -0.8, -8, -2, -2
#3 CC(C(=O)NC(C)(C)C)n1c(-c2ccccc2)nc2ccccc21 (configuration not stated)
 : 2, 4, 1, 7, x, 1, -0.4, 2, -1, -2
#4 CC(C)CNS(=O)(=O)c1cc(C(=O)OCC(=O)N(C)C2CCS(=O)(=O)C2)c(Cl)cc1Cl (configuration not stated)
 : 4, -4, 3, 16, 2, 5, 0.0, -5, 4, 5
#5 CCCCOC(=O)Nc1nnc(-c2ccccc2OC)s1
 : 5, 1, 3, 3, -6, -14, 2.5, 14, 0, -11
#6 COc1ccc(N2CCN(C(=O)c3ccc4[nH]c(C)c(C)c4c3)CC2)cc1
 : -1, -5, -2, 7, 6, -1, -2.2, -4, 4, -1
#7 Cc1ccc2c(c1)N(CC(=O)NCC(C)c1ccccc1)C(=O)c1cccnc1O2 (configuration not stated)
 : -3, 12*, -5, 10, 0, -3, -2.4, 2, 2, 4
#8 O=C(CCN1CCCO1)N1CCCC(N2CCN(c3cccc(C(F)(F)F)c3)CC2)C1 (configuration not stated)
 : 1, -2, -7, -8, 0, 2, -1.1, -1, -3, -4
#9 CC(C)CC1NC(=O)c2cc3ccccc3cc2-n2c1nc1ccc(Cl)cc1c2=O (configuration not stated)
 : -1, -4, 4, 6, -37, 3, -0.5, 16*, -5, -2
#10 C[C@H](NC(=O)c1cc2cc(Cl)ccc2n1C)C(=O)N[C@@H](Cc1ccccc1)C(=O)O
 : 2, 0, 23, 12, 6, 0, -1.1, 1, -1, -13
#11 O=C(COC(=O)c1cccc([N+](=O)[O-])c1)NCc1ccc2c(c1)OCO2
 : 0, 0, -4, -3, -2, -3, -1.5, 7, 2, -6
#12 Cn1ncc2c(NNC(=O)C3CCCCC3)ncnc21
 : 1, -2, 0, -6, 7, 4, 0.6, -2, -1, 3
#13 O=C(Nc1nc2ccccc2s1)c1cccc(S(=O)(=O)N2CCc3ccccc32)c1
 : -41, -4, 21, 6, -1, -20, -0.3, 3, -38, 13

Outcome played no part in choosing rows; overall some 4.4% were active at least once.
